PTK2B oligo ant: antagonists of Pyk2 self-association, primary screen, Q293 cells, FERM NanoBiT luminescence, HTS. Protein-tyrosine kinase 2-beta (Homo sapiens), Q14289. stronger effect = lower value. z-score (the deposit names both 25 µM and 10 µM). actives 0.83% (n = 99,000). AID 1347419, 2020;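 active means Z-score of -3 or lower, scaled per plate to the spread of control and sample wells; inactive means z-score above -3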;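 further: negative z-score means lost luminescence so less FERM oligomerization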
CYP2C19 act: human CYP2C19 activators, primary screen, biochemical, luminescence | recombinant CYP2C19, luciferin-H EGE luminescence; stronger effect = higher value; 0 = fully inhibited enzyme, 1 = untreated enzyme | 96,000 tested, under 10 active | activation factor at 5 µM | AID 1025, 2008;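 active means activation factor of at least 2 at 5 µM in the primary screen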;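 further: 0 = wells with 2.5 mM tranylcypromine and 1 = vehicle-only wells; values of inactives mirror those of a sister screen read the other way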
Ecoli WT expand: growth inhibitors of wild-type E. coli, primary screen, strain BW25113, expanded library, OD600 | actives 0.15% (n = 98,000) | OD600 absorbance | growth inhibition, % at 100 µM;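 active means growth inhibition above about 50% at one test dose, limit read from the data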;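 further: growth measured after 20 h incubation at 37 °C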
CYP2C9 act: human CYP2C9 activators, primary screen, biochemical, luminescence; Cytochrome P450 2C9 (Homo sapiens), P11712; AID 1024, 2008; activation factor at 5 µM; recombinant CYP2C9, luciferin-H conversion; stronger effect = higher value; factor 1 = untreated enzyme, 0 = blocked; actives 1.4% (n = 96,000);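 active means activation factor of 2 or more for CYP2C9 at a 5 µM dose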;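 further: 0 = sulfaphenazole-blocked wells and 1 = vehicle-only wells; values of inactives mirror those of a sister screen read the other way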
PostGolgi yeast: phenotypic screen on post-Golgi transport, primary screen; post-Golgi transport phenotypic cell assay; actives 0.9% (n = 98,000); inhibition, % at 10 µM; AID 739, 2007; in the data active means inhibition above about 30%;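 further: yeast cells grown in 1536-well plates; yeast grown about 18 h at 30C before absorbance read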
CYP2C9 inhib: blockers of cytochrome P450 2C9 activity – biochemical, luminescence, ADME assay, primary screen. CYP2C9 Supersomes, luciferin-H conversion. inhibition, % at 5 µM. actives 20% (n = 96,000);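 active means blocking of liver enzyme CYP2C9 beyond about 50% at 5 µM, limit read from the data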; further: values of inactives mirror those of a sister screen read the other way
EphB4 ephrin blk: EphB4-ephrin-B2 interaction antagonists, primary screen, biochemical, TNYL-RAW peptide probe, fluorescence polarization. inhibition, % at 7 µM. EphB4 LBD / TNYL-RAW-Alexa532 peptide. Ephrin type-B receptor 4 (Homo sapiens), P54760. actives 0.15% (n = 97,000). AID 720, 2007;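 active means inhibition above the screen-wide mean inhibition plus 3 SD, cut at about 15% in these data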;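 further: 0% = DMSO wells and 100% = excess unlabeled TNYL-RAW peptide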
Target sequence (P54760 whole entry, looked up, the tested form may be a part): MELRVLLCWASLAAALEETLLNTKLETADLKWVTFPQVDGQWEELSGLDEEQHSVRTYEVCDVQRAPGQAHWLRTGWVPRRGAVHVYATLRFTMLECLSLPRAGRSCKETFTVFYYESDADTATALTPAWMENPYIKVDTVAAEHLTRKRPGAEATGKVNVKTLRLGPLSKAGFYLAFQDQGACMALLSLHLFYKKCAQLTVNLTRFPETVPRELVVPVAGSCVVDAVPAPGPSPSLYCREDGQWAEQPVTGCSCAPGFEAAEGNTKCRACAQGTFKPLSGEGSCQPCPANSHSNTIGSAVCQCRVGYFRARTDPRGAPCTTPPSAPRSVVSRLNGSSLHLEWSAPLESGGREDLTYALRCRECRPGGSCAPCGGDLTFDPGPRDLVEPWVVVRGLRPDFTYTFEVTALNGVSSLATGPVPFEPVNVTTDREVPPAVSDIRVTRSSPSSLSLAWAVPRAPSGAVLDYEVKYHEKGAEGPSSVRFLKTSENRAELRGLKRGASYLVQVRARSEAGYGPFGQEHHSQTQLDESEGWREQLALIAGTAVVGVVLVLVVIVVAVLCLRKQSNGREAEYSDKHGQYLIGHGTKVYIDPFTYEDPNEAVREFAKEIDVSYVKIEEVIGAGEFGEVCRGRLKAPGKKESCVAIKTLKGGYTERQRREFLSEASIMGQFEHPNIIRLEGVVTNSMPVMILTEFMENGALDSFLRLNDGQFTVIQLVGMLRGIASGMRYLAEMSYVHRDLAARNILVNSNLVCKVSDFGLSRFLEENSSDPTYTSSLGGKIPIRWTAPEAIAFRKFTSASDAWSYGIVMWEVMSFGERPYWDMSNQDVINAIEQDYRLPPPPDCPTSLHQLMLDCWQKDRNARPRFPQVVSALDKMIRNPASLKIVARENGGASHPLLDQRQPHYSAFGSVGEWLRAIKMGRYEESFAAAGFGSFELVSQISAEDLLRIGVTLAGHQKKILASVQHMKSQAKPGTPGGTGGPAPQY
CYP2C19 inh: blockers of cytochrome P450 2C19 activity – biochemical, luminescence, ADME assay, primary screen; CYP2C19 Supersomes, luciferin-H EGE luminescence, 30 min; inhibition, % at 5 µM; actives 21% (n = 96,000);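 active means CYP2C19 inhibition above a set limit at 5 µM in the primary screen, cut at about 50% in these data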;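 further: plate controls were negative control wells for no effect and 2.5 mM tranylcypromine positive control for full effect; values of inactives mirror those of a sister screen read the other way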
PLAP activator: PLAP enzyme activators, biochemical, luminescence, HTS; purified PLAP enzyme, luminescent substrate read-out; stronger effect = higher value; activation fold at 20 µM; actives 1.2% (n = 96,000); Alkaline phosphatase, placental type (Homo sapiens), P05187; in the data active means activation fold above about 2
* hit, by the source's call; . = no result given.

1	C#CCn1cnc2c(cnn2-c2ccc(C)c(C)c2)c1=O
2	C1CCN(c2nc(N3CCCC3)nc(N3CCNCC3)n2)C1
3	O=C1Nc2cc(S(=O)(=O)N3CCCC3)ccc2N2CCCC12 (stereo not drawn)
4	Cc1cccc2cc(C#N)c(SCC(=O)NNC(=O)Cc3ccccc3)nc12
5	CCCN(CCC)CCNc1c(N2CCN(C(=O)OCC)CC2)c(=O)c1=O
6	CCOc1cc(-c2cc(-c3ccc(C)cc3)nc(N)c2C#N)ccc1O
7	COc1ccc(NC(=O)CSc2nnc(-c3ccoc3C)n2CCc2ccccc2)cc1
8	CCOC(=O)C1=C(C)OC(N)=C(C#N)C1c1ccc(OC)c(C)c1OC (stereo not drawn)
compound no.	1	2	3	4	5	6	7	8
PTK2B oligo ant	0.24	.	0.28	0.83	-0.07	-3.8*	-0.79	-1
CYP2C19 act	0.4	0.9	0.9	0.8	1.1	0.6	0.1	0.3
Ecoli WT expand	-4	-3	6	-9	2	2	-11	3
CYP2C9 act	0.7	1	0.6	1.3	1.1	0.2	0.1	0.4
PostGolgi yeast	2	0	4	-2	-3	-4	0	2
CYP2C9 inhib	27	-2	38	-31	-13	84*	89*	55*
EphB4 ephrin blk	3	.	-6	3	1	2	8	-2
CYP2C19 inh	64*	13	14	24	-12	40	88*	73*
PLAP activator	0.9	1.2	1.3	1	1.2	1.4	1.6	1.2

9	Brc1ccc(-c2nnc3sc(CN4CCN(c5ccccc5)CC4)cn23)cc1
10	COc1ccc2nc(N)sc2c1
11	CCOC(=O)C1=C(C)N=C2c3ccccc3C(=O)C2C1c1ccccc1 (stereo not drawn)
12	COc1ccc(C(CNC(=O)c2ccc(-n3cnnn3)cc2)N2CCOCC2)cc1 (stereo not drawn)
13	CS(=O)(=O)Nc1cccc(C(=O)CC2(O)C(=O)Nc3ccccc32)c1 (stereo not drawn)
14	O=C(NCc1ccccn1)Nc1cccc(Cl)c1
15	O=C(Nc1ccc(Cl)cn1)C1CCCN1S(=O)(=O)c1ccc(Cl)cc1 (stereo not drawn)
16	COCCNC(=O)CSc1nc2cc(OC)c(OC)cc2c(=O)n1Cc1ccco1
compound no.	9	10	11	12	13	14	15	16
PTK2B oligo ant	0.41	1.7	-1.6	0.6	0.14	0.08	-0.11	0.24
CYP2C19 act	1	1	0.8	1.2	1	0.6	0.6	0.7
Ecoli WT expand	-3	4	-5	-7	22	6	5	-7
CYP2C9 act	1	1	0.4	1.2	1.4	0.9	0.3	0.2
PostGolgi yeast	16	1	1	10	-13	-1	20	-19
CYP2C9 inhib	3	1	56*	-20	-38	6	74*	83*
EphB4 ephrin blk	.	0	-3	10	-3	.	1	-5
CYP2C19 inh	1	2	17	-21	-2	42	43	28
PLAP activator	0.9	1	1	1.1	0.8	1.1	0.9	1.1

17	CC(C)N1CC=C2C(C#N)=C(N)C(C#N)(C#N)[C@H](c3ccoc3)[C@H]2C1
18	O=C(OCc1ccc2c(c1)OCO2)c1ccc(S(=O)(=O)N2CCCC2)cc1
19	COc1cccc(C(=O)CN(C(=O)c2ccc(Cl)c(Cl)c2)N2C(=O)C3CCCCC3C2=O)c1 (stereo not drawn)
20	COc1ccc(CCNC(=S)Nc2cc(C)ccc2C)cc1
21	O=C1CCC(C(=O)N(c2ccccc2)C2(C(=O)NC3CCCCC3)CCCCC2)N1 (stereo not drawn)
22	CCOc1ccc(NC(=O)c2cnsn2)cc1
23	COCCNC(=O)CCCCCNS(=O)(=O)c1ccc(C)cc1
24	Cc1cc(N)n2ncc(-c3ccc(Cl)cc3)c2n1
compound no.	17	18	19	20	21	22	23	24
PTK2B oligo ant	.	0.16	-0.46	0.44	0.48	0.26	0.08	0.42
CYP2C19 act	0.8	0.2	0.9	0.3	1	0.4	1	1
Ecoli WT expand	0	-11	0	4	1	6	0	-3
CYP2C9 act	0.9	0	0.9	0.5	1	0.6	0.8	1
PostGolgi yeast	-1	-4	2	6	17	-9	-5	4
CYP2C9 inhib	6	97*	9	54*	2	42	17	4
EphB4 ephrin blk	0	8	-3	3	1	-1	0	4
CYP2C19 inh	24	83*	9	67*	-2	62*	1	1
PLAP activator	1	0.8	1.2	0.8	1.3	0.8	1.1	1

25	CC(=O)Oc1ccc2oc(C)c(C(=O)N3CCOCC3)c2c1
26	CCOC(=O)C1=C(c2ccccc2)NC(=S)NC1C (stereo not drawn)
27	CC(=O)c1ccc(NC(=O)C2CCCN2S(=O)(=O)c2ccc(F)cc2)cc1 (stereo not drawn)
28	O=C(Oc1cccnc1)c1cccc(Cl)c1
29	Cn1c(=O)c2c(nc(CN3CCN(Cc4ccccc4)CC3)n2CCN2CCOCC2)n(C)c1=O
30	O=C(COc1ccc([N+](=O)[O-])cc1)Nc1ccc(C(=O)NCc2cccnc2)cc1
31	Cc1cc(C(=O)Nc2sc(C)c(C)c2C#N)c(C)o1
32	CCCCC(CC)C(=O)Nc1ccccc1C#N (stereo not drawn)
compound no.	25	26	27	28	29	30	31	32
PTK2B oligo ant	0.89	0.67	.	1.1	0.6	1.1	0.73	-0.93
CYP2C19 act	0.9	0.5	0.3	1	0.9	0.9	0.9	0.5
Ecoli WT expand	-3	9	-1	-16	1	21	-13	3
CYP2C9 act	0.9	0.9	0.3	1	1.1	0.8	1.1	0.6
PostGolgi yeast	0	2	6	-6	2	-5	19	-4
CYP2C9 inhib	9	8	74*	-4	-14	16	-10	43
EphB4 ephrin blk	-8	6	9	-5	-4	4	0	-7
CYP2C19 inh	8	52*	66*	1	6	12	8	53*
PLAP activator	1	1.1	1.1	1	1.6	0.8	0.8	1

For reference, some entries already given.
28	O=C(Oc1cccnc1)c1cccc(Cl)c1
29	Cn1c(=O)c2c(nc(CN3CCN(Cc4ccccc4)CC3)n2CCN2CCOCC2)n(C)c1=O
30	O=C(COc1ccc([N+](=O)[O-])cc1)Nc1ccc(C(=O)NCc2cccnc2)cc1
compound no.	28	29	30
PTK2B oligo ant	1.1	0.6	1.1
CYP2C19 act	1	0.9	0.9
Ecoli WT expand	-16	1	21
CYP2C9 act	1	1.1	0.8
PostGolgi yeast	-6	2	-5
CYP2C9 inhib	-4	-14	16
EphB4 ephrin blk	-5	-4	4
CYP2C19 inh	1	6	12
PLAP activator	1	1.6	0.8

Next section.
33	CC(/C=N\N1CCN(c2ccc(Cl)cc2)CC1)=C\c1ccccc1
34	COC(=O)c1sc(N)c(C(=O)OC)c1CSc1nnnn1C
35	CCOC(=O)N1CCN(C(=O)C2CCN(S(=O)(=O)c3ccc(Br)s3)CC2)CC1
36	COC(=O)c1cn(Nc2ncc(C(F)(F)F)cc2Cl)c(=O)c2ccccc12
37	COC(=O)c1cccc(CSc2nnc(C)s2)c1
38	CN(C(=O)c1ccco1)c1nc2c(s1)CCCC2
39	COc1cccc(NC(=O)c2cccnc2)c1
40	CCC(C)NC(=O)c1ccc(CS(=O)(=O)Cc2ccc(Cl)cc2)o1 (stereo not drawn)
compound no.	33	34	35	36	37	38	39	40
PTK2B oligo ant	1.5	0.24	1.1	-0.54	-0.26	0.83	1.2	1.3
CYP2C19 act	1	0.1	0.5	0.5	0.4	0.6	0.9	0.3
Ecoli WT expand	-3	7	0	2	3	-2	0	1
CYP2C9 act	1	0.5	1.4	0.7	0.9	0.4	1	0.4
PostGolgi yeast	-7	-2	-3	-5	20	2	5	-4
CYP2C9 inhib	-2	55*	-35	35	6	62*	0	63*
EphB4 ephrin blk	9	-13	5	2	-9	5	-6	2
CYP2C19 inh	2	92*	48	52*	62*	45	7	67*
PLAP activator	0.8	0.9	1.6	0.9	1	1	0.9	1.3

41	Cc1nc(NCc2ccc3c(c2)OCO3)c2nnn(Cc3ccccc3)c2n1
42	CCS(=O)(=O)c1nc2ccccc2n1CC(=O)N1CCCCC1
43	COc1ccc(C(=O)Nc2nnc(-c3ccccc3)o2)cc1OC
44	O=C(NC1CCCC1)c1cnc2n(c1=O)CCS2
45	Cc1ccc(CN2C(=O)CCC2C(=O)NCCCN2CCC(C)CC2)cc1 (stereo not drawn)
46	CCOc1ccc(C(=O)N/N=C/c2ccc(-c3ccc(S(=O)(=O)Nc4ncccn4)cc3)o2)cc1
47	CC(=O)N1CCn2c3c(c(=O)c4cc(C)ccc42)CCC31 (stereo not drawn)
48	COc1ccccc1N(CC(=O)NCc1ccccn1)S(C)(=O)=O
compound no.	41	42	43	44	45	46	47	48
PTK2B oligo ant	0.22	0.84	1.4	0.03	-0.05	-0.09	-0.02	1.7
CYP2C19 act	0.8	.	1.1	1.1	1.2	0.9	1.2	0.9
Ecoli WT expand	-5	4	-6	7	0	-7	2	9
CYP2C9 act	0.9	.	1.2	1.1	1.1	0.3	1.2	1
PostGolgi yeast	4	9	0	1	-8	0	-2	-6
CYP2C9 inhib	13	.	-20	-12	-14	72*	-18	0
EphB4 ephrin blk	.	-4	4	5	-7	-2	.	-3
CYP2C19 inh	17	.	-7	-9	-19	13	-22	5
PLAP activator	0.9	.	2.1*	1.1	1.1	2.1*	1.5	0.8

49	COc1ccc(NC(=O)N2CCN(c3cccc(C(F)(F)F)c3)CC2)cc1
50	Cc1cc(SCC#N)n2nc(C)c(-c3ccccc3)c2n1
51	O=S(=O)(c1ccc(Oc2ccc3oc4ccccc4c3c2)nc1)N1CCCC1
52	Cc1ccc2nsnc2c1S(=O)(=O)N1CCN(Cc2ccc3c(c2)OCO3)CC1
53	COc1ccc(N2CCN(C(=O)CN(Cc3ccccc3)S(C)(=O)=O)CC2)cc1
54	CCOC(=O)c1c(C)[nH]c(O)c1C=Nc1ccccc1
55	CCC1(CC)Cc2ccccc2C(N)=C1C#N
56	CCOCCCN1C(=O)CN(C2CCCCC2)C(=O)C1c1ccc(OC)c(OC)c1 (stereo not drawn)
compound no.	49	50	51	52	53	54	55	56
PTK2B oligo ant	0.59	-0.18	1.1	-1.4	-0.18	1.2	-0.57	0.77
CYP2C19 act	1.1	0.9	0.9	0	0.8	1	.	1.1
Ecoli WT expand	-4	26	-9	7	-15	5	12	6
CYP2C9 act	1.3	1	0.6	0.3	0.7	0.6	.	0.9
PostGolgi yeast	1	16	1	2	0	23	-1	4
CYP2C9 inhib	-31	2	35	73*	28	38	.	7
EphB4 ephrin blk	3	7	.	-1	4	-3	-4	-8
CYP2C19 inh	-10	14	12	97*	19	2	.	-5
PLAP activator	0.9	1.3	1	1.4	1.8	1	.	1.1

57	O=C(Nc1ccccc1C(F)(F)F)N1CCN(c2ccc3nncn3n2)CC1
58	CC(=O)Nc1ccc(NS(=O)(=O)c2cc(C)sc2C)cc1
59	CCOC(=O)N1CCN(c2nc(C)c3c(n2)CC(C)CC3=O)CC1 (stereo not drawn)
60	CCn1c(SCC(=O)c2ccc3c(c2)OCCO3)nnc1-c1ccco1
61	CC1Cc2ccccc2N1C(=O)CSc1nnc(-c2ccc(S(=O)(=O)N3CCCCC3)cc2)o1 (stereo not drawn)
62	O=C(COC(=O)c1ccc2c(c1)OCO2)NCc1ccc2c(c1)OCO2
63	CCOC(=O)Cc1cc(=O)n2[nH]c(-c3ccc(C)cc3)cc2n1
64	Nn1c(SC/C=C/c2ccccc2)nnc1-c1ccccn1
compound no.	57	58	59	60	61	62	63	64
PTK2B oligo ant	-0.52	-1.3	0.46	-0.12	.	0.9	0.53	-0.09
CYP2C19 act	0.7	0.1	0.6	0	0.9	0.6	0.9	0.4
Ecoli WT expand	2	3	2	3	.	6	-4	10
CYP2C9 act	0.3	0.4	0.5	0.6	0.7	1.2	1.4	0.7
PostGolgi yeast	-1	-3	13	2	.	-3	15	14
CYP2C9 inhib	72*	56*	52*	39	32	-23	-36	27
EphB4 ephrin blk	.	-2	7	3	.	7	-1	-9
CYP2C19 inh	32	94*	39	96*	12	40	11	61*
PLAP activator	1.1	1	1.5	1.3	0.9	0.9	1.2	1.5
